# PLK1 PBD block – inhibitors of human PLK1 polo-box domain binding. Plk1 PBD binding of FITC phosphopeptide, fluorescence polarization. AID 720504. 360,000 compounds, 2.8% hits. Potency, µM, for inactives: max response, negative = inhibition, most hits filed as inhibitors; further: potency means the concentration at half of the fitted maximal effect; series mostly up to about 57 µM; on the % scale 0 is the no-effect control and ±100 the full control effect; nearly all actives have a fitted effect of over 65% in size
# EPAC1 agonist – EPAC1 (human) agonism; 360,000 compounds, 0.073% hits; EPAC1 agonist qHTS, biochemical assay; response scale: 100% = response to 6.5 mM cAMP; Potency, µM (doses to about 154 µM), for inactives: top-dose activation, hits mostly activators; O95398; AID 720707; further: potency means the concentration at half of the fitted maximal effect; nearly all actives have a fitted effect of over 60% in size
# Target sequence (O95398 whole entry, looked up): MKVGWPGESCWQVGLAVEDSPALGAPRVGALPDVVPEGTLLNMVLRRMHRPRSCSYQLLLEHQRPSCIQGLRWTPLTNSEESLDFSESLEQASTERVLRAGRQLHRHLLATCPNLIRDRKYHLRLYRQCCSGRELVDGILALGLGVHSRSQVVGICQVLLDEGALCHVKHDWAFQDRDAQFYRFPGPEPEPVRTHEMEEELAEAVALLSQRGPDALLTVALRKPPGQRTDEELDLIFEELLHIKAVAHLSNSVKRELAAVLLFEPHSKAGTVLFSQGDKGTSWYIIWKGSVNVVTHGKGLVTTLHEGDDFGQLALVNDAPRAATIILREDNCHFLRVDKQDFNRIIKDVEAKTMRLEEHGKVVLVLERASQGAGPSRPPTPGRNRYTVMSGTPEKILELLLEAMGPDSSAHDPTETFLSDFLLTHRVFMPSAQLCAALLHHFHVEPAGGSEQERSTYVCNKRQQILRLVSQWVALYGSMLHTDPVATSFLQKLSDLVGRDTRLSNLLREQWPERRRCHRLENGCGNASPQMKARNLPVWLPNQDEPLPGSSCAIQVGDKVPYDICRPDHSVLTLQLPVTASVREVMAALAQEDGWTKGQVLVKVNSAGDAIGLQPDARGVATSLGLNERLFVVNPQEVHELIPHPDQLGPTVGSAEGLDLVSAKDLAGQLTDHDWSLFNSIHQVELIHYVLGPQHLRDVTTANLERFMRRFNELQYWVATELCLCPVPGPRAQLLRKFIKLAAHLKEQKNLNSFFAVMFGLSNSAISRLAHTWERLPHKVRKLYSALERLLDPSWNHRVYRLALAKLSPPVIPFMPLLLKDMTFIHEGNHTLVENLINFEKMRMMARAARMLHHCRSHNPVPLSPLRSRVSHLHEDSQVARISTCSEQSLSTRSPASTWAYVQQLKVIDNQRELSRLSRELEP
#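 Normalized to 6.5 mM cAMP, activity reflects EPAC1-catalysed release of BODIPY-GDP from Rap1B, followed kinetically over 30 min at 480 nm excitation, 540 nm emission. Reaction contained 100 nM EPAC1, 250 nM Rap1B-BODIPY-GDP, 50 uM GDP.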
# IL-2 act – activates IL-2 in a cell-based reporter assay. 360,000 compounds, 0.065% hits. activation, % (series mostly up to about 46 µM). IL-2 activation reporter assay, cell-based qHTS; stimulated with anti-CD3/CD4/CD28 beads; in transgenic mouse T cells. AID 652025; in the data active means activation above about 50%; inconclusive means mostly about 30% to 49%; further: 0% is about no effect
#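 EGFP and DsRed fluorescence is measured by plate cytometry in unstimulated transgenic mouse T cells exposed to compound for 60 minutes, then stimulated 18 hours at 37 degrees C with anti-CD3/anti-CD4 beads plus anti-CD28.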
# FUS yeast rescue – suppressors of FUS proteinopathy in yeast. S. cerevisiae FUS-expressing, growth rescue, OD600, 24 h. Potency, µM (top dose mostly 76.6 µM), inactives show at the highest dose growth rescue (activation), most hits filed as activators. 390,000 compounds, 0.24% hits;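 further: potency means the concentration at half of the fitted maximal effect; plate controls were DMSO vehicle for no effect and reference control for full effect; nearly all actives have a fitted effect of over 55% in size; some results filed as inactive show a strong effect at the top dose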
#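 Yeast FUS proteinopathy model; galactose-induced FUS (2%), starting OD 0.005. Cpds in dilution series, 24hr, 30C, 99% humidity. Abs 600 nm growth. Pos ctrl CP55940 (top 92uM final); neg ctrl DMSO.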
# aSyn rescue – alpha-synuclein toxicity inhibition in yeast | Potency, µM (highest dose often 46.1 µM), without a hit: at the top dose growth rescue (activation), hits mostly activators | Yeast expressing alpha-synuclein, growth rescue, BacTiter-Glo, 24 h | 370,000 compounds, 0.14% hits; further: potency means the concentration at half of the fitted maximal effect; % of control where 0% means no effect; nearly all actives have a fitted effect of over 65% in size
#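 Readout is rescue of growth in alpha-synuclein-expressing yeast, so inhibitors of toxicity appear as activators. Growth after 24 hr at 30 deg C in galactose medium is quantified by luminescence.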
# Abeta yeast res – restores growth of yeast expressing A-beta42 peptide | AID 1347071 | 410,000 compounds, 0.063% hits | yeast expressing A-beta42, growth rescue, OD600, 48 h; response scale: 0% DMSO, 100% iron-clioquinol control | Potency, µM (highest dose often 46.1 µM), without a hit: at the top dose growth rescue, actives largely listed as activators; further: potency means the concentration at half of the fitted maximal effect; nearly all actives have a fitted effect of over 55% in size
#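 Yeast A-beta toxicity model in growth medium with pinned compounds, 48 h at 30 C; growth read as absorbance at 600 nm. Normalized to FeCl3/clioquinol equimolar mix (positive) and DMSO (negative).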
# WRN helicase inh – inhibitors of human WRN helicase; Q14191; WRN helicase unwinding, fluorescent forked duplex, kinetic; Potency, µM (top dose mostly 114 µM), inactives show at the highest dose activity change, negative = inhibition, actives largely listed as inhibitors; 360,000 compounds, 0.46% hits; AID 651768; further: potency means the concentration at half of the fitted maximal effect; on the % scale 0 is the no-effect control and ±100 the full control effect; nearly all actives have a fitted effect of over 55% in size
#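 Kinetic fluorescence helicase assay: unwinding of a quenched forked DNA duplex (100 nM final) with 2 mM ATP final raises red fluorescence (525/598 nm). Compounds sat 15 min at room temperature with 20 nM WRN beforehand.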
# PI5P4K alpha inh – inhibitors of human PI5P4K alpha. P48426. PI5P4Kalpha enzyme, ADP-Glo luminescence, 60 min; active compounds read low. max response, %. 330,000 compounds, 1.2% hits; active means max response of -50% or lower; inconclusive means between -30% and -50%; inactive means -30% or higher; further: value at the top dose of about 77 µM; on the % scale 0 is the no-effect control and ±100 the full control effect
#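 PI5P4Kalpha ADP-Glo assay; 5 microM ATP final; 60 min RT reaction; HEPES pH 7.4/EGTA/CHAPS, 5% DMSO; controls lacking substrate or enzyme; luminescent end-point.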
# EPAC1 antagonist – EPAC1 (human) antagonism; EPAC1 GEF assay, Rap1b-BODIPY-GDP exchange fluorescence; 360,000 compounds, 0.14% hits; Potency, µM (titrated, usually from 115 µM), for inactives: at the top dose activity change, negative = inhibition, hits mostly inhibitors; O95398; AID 720709;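 further: potency means the concentration at half of the fitted maximal effect; plate controls were vehicle for no effect and positive control for full effect; nearly all actives have a fitted effect of over 50% in size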
# Starred values were filed as active, the others as inactive; ? = inconclusive; . = not tested or not shown; & = joins results of further samples; [ ] = remark or other dose. Unless noted, the call rests on the fitted dose curve; in most records, active means well fitted curve in the direction sought with a large enough effect; inconclusive means small, poorly fitted or top-dose-only effect, or another doubt; inactive means no such curve, though single readings can be large; an effect the other way counts as inactive or inconclusive. Compounds were not picked by outcome; overall some 4.1% were active at least once.
SMILES,PLK1 PBD block,EPAC1 agonist,IL-2 act,FUS yeast rescue,aSyn rescue,Abeta yeast res,WRN helicase inh,PI5P4K alpha inh,EPAC1 antagonist
CCN1CCN(c2nc(N(C)c3ccccc3)nc(N)c2[N+](=O)[O-])CC1,-4%,-10%,-4.2,16%,-18%,-12%,10%,-3,7%
Cc1cc(CN2C(=O)c3ccccc3C2=O)on1,1%,-1%,-1.8,4%,-2%,-6%,8%,.,8%
COc1ccc(NC(=O)COC(=O)c2ccc3ccccc3n2)cc1,1%,-7%,-3.5,.,6%,-16%,-18%,5,13%
Cc1ccc(CN2CCN(Cc3cccn3-c3ccccn3)CC2CCO)cc1 (stereo not drawn),-8%,8%,1.4,-23%,0%,12%,0%,8,-19%
CC(C)C[C@H]1CN(CCCC[C@H]2CNC(=O)C(=O)N2Cc2ccccc2)C(=O)C(=O)N1CCc1ccc(O)cc1,-5%,-19%,0.6,17%,-7%,-13%,0%,2,-10%
CN1CCCN(C(=O)c2ccc(Cl)s2)CC1,2%,-9%,-1.7,-15%,0%,-9%,-17%,1,5%
CC(/C=C1\SC(=O)N(CCCC(=O)O)C1=O)=C\c1ccccc1,-4%,-9%,0.2,16%,7%,-31%[inhibitor],-13%,-9,-3%
O=C(Cn1nnc(-c2cccs2)n1)NNC(=O)c1ccccc1Cl,0%,3%,1.1,0%,0%,1%,-2%,2,4%
CC(=O)c1ccc(N2C(=O)[C@@H]3C(C(=O)CCN4C(=O)c5ccccc5C4=O)=NN[C@@H]3C2=O)cc1,2%,-5%,0.2,.,-13%,5%,2%,1,1%
COc1ccc(CNC(=O)c2cccc3c2C(=O)N(Cc2cccnc2)C3)cc1,-4%,-3%,-2.4,27%,0%,-3%,2%,2,-6%
O=C(OCCN1CCCCC1)c1cccc(F)c1,2%,-3%,-0.5,-10%,4%,-1%,0%,-2,-2%
O=C(Nc1ccccc1C(=O)N1CCN(Cc2ccccc2)CC1)c1ccc(F)cc1,-9%,-10%,1.3,19%,-6%,3%,?,-5,-17%

# Quoted at random: 5 records from the list, in no set order.
SMILES,PLK1 PBD block,EPAC1 agonist,IL-2 act,FUS yeast rescue,aSyn rescue,Abeta yeast res,WRN helicase inh,PI5P4K alpha inh,EPAC1 antagonist
O=C(Nc1ccccc1C(=O)N1CCN(Cc2ccccc2)CC1)c1ccc(F)cc1,-9%,-10%,1.3,19%,-6%,3%,?,-5,-17%
CCN1CCN(c2nc(N(C)c3ccccc3)nc(N)c2[N+](=O)[O-])CC1,-4%,-10%,-4.2,16%,-18%,-12%,10%,-3,7%
CN1CCCN(C(=O)c2ccc(Cl)s2)CC1,2%,-9%,-1.7,-15%,0%,-9%,-17%,1,5%
COc1ccc(CNC(=O)c2cccc3c2C(=O)N(Cc2cccnc2)C3)cc1,-4%,-3%,-2.4,27%,0%,-3%,2%,2,-6%
COc1ccc(NC(=O)COC(=O)c2ccc3ccccc3n2)cc1,1%,-7%,-3.5,.,6%,-16%,-18%,5,13%

# The results go on.
SMILES,PLK1 PBD block,EPAC1 agonist,IL-2 act,FUS yeast rescue,aSyn rescue,Abeta yeast res,WRN helicase inh,PI5P4K alpha inh,EPAC1 antagonist
Cc1ccc2c(c1)C1CN(C)CCC1N2S(=O)(=O)c1cc(C(F)(F)F)ccc1Cl (stereo not drawn),-12%,-8%,-0.1,-15%,-5%,-4%,3%,-4,?
Cc1cc(F)ccc1S(=O)(=O)Nc1ccccc1C(=O)NCc1ccccn1,-18%,0%,0.1,8%,-4%,-2%,-3%,-4,-12%
CC(NC(N)=O)C(=O)Nc1ccc(Cl)c(S(=O)(=O)Nc2ccc(Cl)cc2)c1 (stereo not drawn),-14%,0%,-2.5,-20%,-4%,2%,-5%,-14,2%
Cc1nn2c(nc(N3CCCCC3)c3ccccc32)c1C=O,-6%,-4%,-1.6,8%,3%,-8%,-6%,3,-16%
S=C(NCCN(C1CCCCC1)C1CCCC1)Nc1cccc(Cl)c1,-21%,7%,-4.1,19%,-3%,4%,9%,-3,7%
O=C(Nc1ccccc1-c1ccccc1)c1ccc(Br)o1,-12%,-2%,-2.5,3%,-12%,-6%,-9%,1,-2%
Cc1ccc(-n2ccnc2SCC(=O)c2c(N)n(C3CC3)c(=O)[nH]c2=O)cc1C,5%,-4%,-0.8,8%,4%,-13%,-2%,-1,-10%
O=C(Nc1ccc(OC(F)(F)F)cc1)Nc1cccnc1,6%,1%,-0.2,-5%,?,2%,-3%,8,-14%
CCc1ccccc1N(C(C)=O)c1nc(CCl)cs1,2%,-5%,-0.7,27%,5%,3%,4%,4,-15%
CCOc1ccc(NC(=O)CSc2nnc(Cc3csc(C)n3)o2)cc1,7%,4%,0.6,14%,4%,8%,-7%,7,3%
CCOc1ccccc1N1C(=O)CN(Cc2ccc(OC)c(OC)c2)C1=S,9%,-6%,2.2,32%,3%,-3%,-2%,-1,-14%
COc1ccc(C)cc1S(=O)(=O)N1CCN(c2cccc(C(F)(F)F)c2)CC1,-4%,2%,-1.7,22%,14%,16%,-1%[57.1 µM],1,-9%

# Single records, as listed above. Screens in order: PLK1 PBD block	EPAC1 agonist	IL-2 act	FUS yeast rescue	aSyn rescue	Abeta yeast res	WRN helicase inh	PI5P4K alpha inh	EPAC1 antagonist
# Profile of COc1ccc(C)cc1S(=O)(=O)N1CCN(c2cccc(C(F)(F)F)c2)CC1 = -4%	2%	-1.7	22%	14%	16%	-1%[57.1 µM]	1	-9%
# Profile of Cc1nn2c(nc(N3CCCCC3)c3ccccc32)c1C=O = -6%	-4%	-1.6	8%	3%	-8%	-6%	3	-16%

# Continuation:
SMILES,PLK1 PBD block,EPAC1 agonist,IL-2 act,FUS yeast rescue,aSyn rescue,Abeta yeast res,WRN helicase inh,PI5P4K alpha inh,EPAC1 antagonist
CN(C)c1ccc(-c2ccnc3c2CC(C)(C(=O)Nc2cccc(C(F)(F)F)c2)O3)cc1 (stereo not drawn),-9%,8%,-0.2,4%,4%,30%,-4%,-1,-5%
Fc1cccc(Cl)c1CNc1ccc(N2CCCC2)cc1,21µM*,7%,-3.5,6%,0%,-8%,-13%[57.1 µM],-63*,-4%
Cc1cccc(NC(=O)CCNC(=O)c2ccco2)c1C,3%,5%,0.7,-11%,4%,3%,0%,-2,4%
COC(=O)c1scc(C)c1NC(=O)/C=C/C(=O)O,5%,-2%,1.1,-24%,14%,5%,-8%,-8,1%
Cc1ccc(CCNC(=O)C2=CCN(S(=O)(=O)c3ccccc3)CC2)cc1,-11%,-5%,-3.7,-1%,-13%,-8%,3%,1,-21%
CC(=O)Nc1ccc(OCC=C(Cl)Cl)cc1,3%,-6%,1.1,17%,3%,-9%,0%,.,3%
CCN1CCN(CCCNC(=O)c2ccc(/C=C3/Oc4ccccc4N(Cc4cccc(C)c4)C3=O)cc2)CC1,-19%,6%,10,7%,-5%,.,-3%,9,-21%
Cc1nc2c(sc3nc4c(cc32)COC(C)(C)C4)c(=O)o1,-13%,3%,-2.6,27%,-9%,-1%,2%,.,9%
COc1ccc(-c2ccc(-c3cc(=O)oc4cc(OC)c(OC)c(OC)c34)cc2)cc1OC,-13%,-1%,-0.9,-6%,-8%,-9%,-3%,-7,-7%
CC(C)C(=O)N1CCC1(C)C(=O)Nc1ccccc1OC(F)F (stereo not drawn),-4%,-2%,-0.6,-20%,3%,-11%,0%,2,-15%
CCOC(=O)C(=O)Cc1nc2ccccc2s1,-10%,10%,-0.7,4%,?,17%,-11%,3,4%
CC(C)C1CC(CCNCc2ccc(N(C)C)cc2)(c2ccccc2)CCO1 (stereo not drawn),-10%,4%,-5.1,.,-1%,3%,-21%,15,-4%
Cc1ccc2c(CN3C(=O)NC4(CCCCC4)C3=O)cc(=O)oc2c1C,-6%,10%,-2.9,43%,0%,5%,5%,.,6%
CCOC(=O)N1CCC(Nc2c(-c3ccc(C)cc3)c(=O)c2=O)CC1,2%,-3%,-2.3,18%,-14%,4%,8%,-6,8%
CCCCNC(=O)C1(C)CCN1C(=O)c1csnn1 (stereo not drawn),3%,5%,-0.7,-26%,0%,3%,0%,-1,-15%
CC(O)(CS(=O)(=O)Cc1cccc(C(F)(F)F)c1)C(=O)Nc1cccc(C(F)(F)F)c1 (stereo not drawn),-1%,-18%,0.0,20%,3%,11%,-12%,.,-6%
O=C(CN1CCOc2ccccc21)NCc1ccccc1,-3%,-12%,-1.7,-14%,1%,-11%,7%,1,-11%
COCCNC(=S)N(CCO)Cc1cc2cc3c(cc2[nH]c1=O)OCCO3,-15%,13%,-0.3,-30%,1%,11%,-2%,-1,-30%
COc1ccccc1NC(=O)c1ccc(NS(=O)(=O)c2c(C)noc2C)cc1,0%,-3%,-1.7,-1%,3%,4%,-1%,-3,6%
CCC(C)NC(=O)c1cn(CCOC)c(=O)c2c1c1ccccc1n2C (stereo not drawn),-3%,-17%,-2.9,5%,-2%,-6%,1%[57.1 µM],8,12%
CC(OC(=O)CC1CC2CCC1C2)C(=O)Nc1cccc(S(=O)(=O)N2CCOCC2)c1 (stereo not drawn),-11%,7%,0.6,29%,-1%,2%,-14%,1,-12%
COc1ccc(S(=O)(=O)NCCc2cc3ccc(C)c(C)c3[nH]c2=O)cc1,-5%,2%,-0.6,24%&6%,1%,-1%&-22%,5%,-1,7%
O=C(Nc1ccc(-c2n[nH]c(=S)o2)cc1)c1ccccc1Br,-11%,-3%,-0.8,22%,-8%,-5%,-1%,-57*,-24%
COc1ccc(/C=N/NC(=O)c2ccc3ccccc3c2)cc1OS(=O)(=O)c1ccc(NC(C)=O)cc1,-7%,9%,-1.9,?,4%,10%,-20%[57.1 µM],.,-2%
CCCCCCC1CC(CCc2nc(=S)[nH][nH]2)C(=O)O1 (stereo not drawn),?,-9%,0.1,16%,-3%,14%,-29%[57.1 µM],-18,7%

# Source: PubChem BioAssay
